IMP-1 inh = blocks Pseudomonas aeruginosa IMP-1 metallo-beta-lactamase; purified IMP-1, nitrocefin hydrolysis, epi-absorbance fluorescence; inhibition, % at 5.6 µM; actives 0.45% (n = 290,000); AID 1556;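 active means inhibition above the mean plus 3 SD of all compounds in the same screening run, cut at about 4.5% in these data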;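 further: 0% = IMP-1 with DMSO and 100% = DMSO wells lacking enzyme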
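System: purified IMP-1; amount: IMP-1 0.2 nM before substrate addition; compound: single dose, 5.6 µM; times: 25 °C, 15 min preincubation, 25 min reaction; signal: Epi-absorbance via hydrolysed-nitrocefin quenching of white-plate fluorescence, 480/530 nm, EDTA stop; benchmarks: DMSO with and without IMP-1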
VIM-2 inhibitor = blocks Pseudomonas aeruginosa VIM-2 metallo-beta-lactamase | actives 0.89% (n = 290,000) | inhibition, % at 5.6 µM | purified VIM-2, nitrocefin hydrolysis, epi-absorbance fluorescence;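 active means inhibition above the mean of all tested compounds plus 3 SD, cutoff set per screening run, cut at about 7.5% in these data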;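 further: red hydrolysis product quenches plate fluorescence so inhibitors raise well fluorescence; 0% = enzyme with DMSO and 100% = DMSO without enzyme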
HCV NS3 hel inh = HCV NS3 helicase inhibition. NS3 helicase DNA unwinding, Cy5 molecular beacon fluorescence. inhibition, % at 10.9 µM. actives 0.56% (n = 290,000);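 active means inhibition above the mean of all tested compounds plus 3 SD, set per campaign, cut at about 35% in these data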;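 further: 0% = DMSO wells and 100% = thioflavine S control wells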
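Assay system – hepatitis C virus NS3 helicase domain fragment enzyme · Buffer or medium – MOPS pH 6.5, MgCl2, DTT, Tween20, BSA · Reagent – Cy5/quencher beacon DNA duplex and ATP to start · Compound – single 10.9 µM dose · Timing – 1 h at 25 °C · Technique – Cy5 beacon fluorescence read at start and 1 h · Measure – % inhibition of unwinding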
IDE cell inh = inhibits human insulin-degrading enzyme in HEK cells. P14735. FAbetaB cleavage, fluorescence polarization. inhibition, % at 5.59 µM. actives 0.41% (n = 320,000). AID 434962;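 active means percent inhibition above the average of all tested compounds plus 3 SD, set per screening campaign, cut at about 16% in these data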;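 further: IDE supplied by intact live HEK cells; FP after avidin binding of uncleaved biotin substrate so inhibition keeps polarization high; 0% = DMSO wells and 100% = 60 µM reference IDE inhibitor Ii1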
p-CIP stab down = compounds decreasing mouse p/CIP protein stability | F442A p/CIP-EGFP cells, EGFP fluorescence, 16 h | decrease of EGFP signal, % at 10 µM | actives 0.01% (n = 290,000) | AID 1984;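 active means EGFP signal decrease of at least 30% at 10 µM or well 3 SD below plate mean, unless failing retest; inactive means the rest, including hits failing retest or dose response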; further: some compounds called inactive have numbers as strong as hits; many of its hits are not listed in these tables
IDE cell activ = activators of human insulin-degrading enzyme in cells | AID 493087 | actives 0.073% (n = 340,000) | P14735 | HEK cells, FAbeta-B cleavage, fluorescence polarization; 0% vehicle, 100% cell-free pure enzyme wells | activation, % at 5.96 µM;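 active means activation above the mean of all tested compounds plus 3 SD, set per screening campaign, cut at about 17% in these data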
CRFBP-R2 block = blocks CRF-induced signaling of the CRF-BP/CRF-R2 complex; HEK293 CRF-R2/CRF-BP, CRF-induced calcium fluorescence; inhibition, % at 11.8 µM; actives 0.59% (n = 350,000);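 active means inhibition of the ligand-induced calcium signal above about 50% at the single tested concentration, limit read from the data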
GalR3 antagonist = blocks the human galanin receptor 3 | O60755 | HEK293 GalR3-CNG cAMP membrane potential fluorescence; galR3 body fused to GalR1 C-terminus | inhibition, % at 3 µM | actives 0.44% (n = 360,000);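 active means inhibition above the screen-wide average plus 3 SD, cut at about 13% in these data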;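 further: forskolin and galanin both at EC90 stimulate the cells; cAMP rise reported by CNG channel membrane potential dye signal; 0% = forskolin plus galanin with DMSO and 100% = forskolin alone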
Target sequence (O60755 1-299 limits assumed): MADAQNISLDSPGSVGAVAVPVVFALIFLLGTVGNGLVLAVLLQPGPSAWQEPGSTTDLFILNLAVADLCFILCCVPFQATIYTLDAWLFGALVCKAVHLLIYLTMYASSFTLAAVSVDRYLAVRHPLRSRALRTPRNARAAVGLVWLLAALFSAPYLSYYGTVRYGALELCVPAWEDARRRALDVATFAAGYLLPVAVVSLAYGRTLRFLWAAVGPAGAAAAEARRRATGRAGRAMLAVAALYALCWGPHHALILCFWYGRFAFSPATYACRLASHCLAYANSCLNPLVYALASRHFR
UBC9 SUMO inh = blocks human SUMOylation mediated by UBC9. P63279. HTRF SUMOylation assay, SAE1/SAE2 + UBC9, in vitro. inhibition, % at 35 µM. actives 0.36% (n = 290,000); in the data active means inhibition above about 50%, passing the limit was not always enough; further: strong numbers were not always called active
Target sequence (P63279 whole entry, looked up): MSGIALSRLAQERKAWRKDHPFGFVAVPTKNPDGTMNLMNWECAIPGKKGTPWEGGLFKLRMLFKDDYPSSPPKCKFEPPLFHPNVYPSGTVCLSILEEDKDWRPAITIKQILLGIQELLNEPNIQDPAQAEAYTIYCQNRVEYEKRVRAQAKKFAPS
An asterisk follows results filed as active; · = no result given.

IMP-1 inh	VIM-2 inhibitor	HCV NS3 hel inh	IDE cell inh	p-CIP stab down	IDE cell activ	CRFBP-R2 block	GalR3 antagonist	UBC9 SUMO inh	mol
-1.1	-0.6	-1	3	-8	-1	0	-2	-11	Cc1ccc(-c2nnc(CSc3nc4cc5c(cc4cc3C)OCO5)o2)cc1
·	·	·	3	·	-1	16	-4	·	COc1ccc(S(=O)(=O)Nc2cccc3c2O[C@H](CN(C)Cc2ccc(Cl)c(Cl)c2)[C@@H](C)CN([C@H](C)CO)C3=O)cc1
-2.9	-4.7	-5	-5	-10	7	5	7	9	C=CCNC(=S)/C(=C(/[O-])c1ccccc1Br)[n+]1ccccc1
-2.0	-0.9	6	5	10	1	10	-8	-8	O=S(=O)(c1ccc(S(=O)(=O)N2CCN3CCCC3C2)cc1)N1CCCC1 (stereo not drawn)
-3.1	-1.9	0	6	-1	1	7	-4	5	CCOc1cc(S(=O)(=O)n2ccc(C)n2)ccc1Br
·	·	·	1	·	5	-14	0	·	CSCCC(NC(=O)c1ccco1)C(=O)Nc1ccc(C)cn1 (stereo not drawn)
-2.2	-1.9	19	-3	-18	·	15	-2	14	Cc1cc(C)nc(SCc2cn3c(C)cccc3n2)n1
-1.1	4.0	51*	8	-7	8	2	0	29	O=C(NCC1CCCO1)c1cc2nc(-c3ccco3)cc(C(F)(F)Cl)n2n1 (stereo not drawn)
-4.3	-4.2	-18	-5	-5	·	-6	-4	-8	Cc1cccc(Cn2nc(C(C)(C)C)cc2C(=O)Nc2ccc(F)cc2)c1
-3.1	-0.7	8	-1	-4	6	-5	3	6	CCn1c(=O)c([N+](=O)[O-])c(NCC2CCCO2)c2ccccc21 (stereo not drawn)
-2.5	-2.7	-1	·	-9	-2	4	-3	4	Cc1ccc(-n2c(SCC(=O)NCc3ccc4c(c3)OCO4)nnc2-c2cccnc2)c(C)c1
·	·	·	-1	·	2	-8	-5	·	CN(CC(=O)Nc1ccccc1C(F)(F)F)C(=O)c1ccccc1Sc1ccccc1C#N
-2.1	0.2	-1	5	-20	·	3	-6	9	O=C1NC(=Nc2ccccc2)SC1Cc1ccccc1 (stereo not drawn)
1.6	0.3	-5	-8	1	-2	-8	-4	12	CNC(=O)COC(=O)c1cc(SC)ccc1Cl
0.7	-3.1	6	1	-18	-5	41	1	-8	CC(C)(C)C(=O)NC(NC(=S)Nc1sc2c(c1C#N)CCCC2)C(Cl)(Cl)Cl (stereo not drawn)
-2.7	-1.0	-3	-1	-9	5	4	0	49	O=C(COc1ccccc1O)N1CCN(C(=O)c2ccco2)CC1
-2.5	0.0	-23	-4	-14	2	11	0	2	O=C(NCc1ccco1)c1cccc(Nc2nc3ccc(Br)cc3[nH]2)c1
0.9	-1.3	1	-7	-14	-3	-91	0	5	O=C1C2C3C=CC(C3)C2C(=O)N1c1cccc(N2C(=O)C3C4C=CC(C4)C3C2=O)n1 (stereo not drawn)
-2.7	-2.8	-24	-5	5	3	8	7	5	COCC1=C(C(=O)OC)C(c2cccs2)n2ncnc2N1 (stereo not drawn)
-2.3	-2.9	-1	-1	-12	8	-3	1	31	Cc1ccc(C(C(=O)NC(C)(C)C)N(C(=O)c2csnn2)c2ccccc2F)o1 (stereo not drawn)
·	·	·	6	·	3	6	-3	·	CC#C[C@@H](CC)c1ccc2ccn(C)c2c1
-0.5	-1.5	5	-3	-2	5	-4	1	-5	CC(=O)NCCC1CCCCN1Cc1nc(Cc2cccc(C(F)(F)F)c2)no1 (stereo not drawn)
-2.4	-1.5	2	4	-9	0	-15	-3	15	Cc1cc(C)nc(SCc2ccc([N+](=O)[O-])cc2)n1
-2.3	-4.0	0	·	0	·	·	·	-2	COC(=O)c1ccc2c(c1)N(Cc1cc(C)ccc1C)C(=O)c1ccccc1S2=O (stereo not drawn)
1.0	-0.8	6	3	-6	-1	3	-1	27	COc1cc(NC(=O)c2ccco2)c(OC)cc1NC(=O)Nc1ccccc1Cl
-6.6	-3.8	-9	-3	-1	4	-7	-7	28	O=C1N2CCSC2=NC1(Nc1nccs1)C(F)(F)F (stereo not drawn)
-1.7	-3.1	-3	-2	1	1	4	1	-28	Cc1ccc(S(=O)(=O)Nc2ccc(O)c3ncccc23)cc1
·	·	·	3	·	4	2	-3	·	CCCCCN(C(=O)CCC(=O)OCc1cc(C)ccc1C)c1c(N)n(CCCC)c(=O)[nH]c1=O
-3.0	-4.9	-3	-4	-6	1	-8	-1	2	COC(=O)C1=NNC2(c3ccc(Cl)cc3)C(=O)N(c3ccccc3)C(=O)C12 (stereo not drawn)
-4.2	-2.4	-3	5	3	6	16	2	16	COc1ccc(/C=N/NC(=O)c2ccncc2)c(C(=O)O)c1OC
-2.5	-0.7	6	-1	-10	5	8	-4	21	CCOC(=O)/C=c1\s/c(=C\c2ccc(-c3ccccc3)cc2)c(=O)n1CC(=O)NCc1ccc2c(c1)OCO2
-0.6	1.6	-2	-1	2	0	10	-5	-16	C=CCNC(=S)NCc1cccnc1
-2.7	-0.9	-4	0	-4	-1	12	-3	20	COc1ccc(C(=O)Nc2ccc(NC(=O)c3ccco3)c(Cl)c2)cc1OC
-1.6	-3.4	-8	4	-12	1	-3	-5	0	COc1ccc(S(=O)(=O)N(CC(=O)NCc2cccnc2)C2CCCCC2)cc1OC
-1.8	-1.7	0	8	-6	1	-12	-2	25	O=C(Nc1ccc(Cl)c(Cl)c1)OCc1cnc(Cl)s1
-3.6	-1.1	-15	-3	-12	3	-9	-1	5	Cc1ccc(N2CN(S(=O)(=O)c3cccc([N+](=O)[O-])c3)c3nc4ccccc4nc32)cc1
·	·	·	2	-12	-1	-2	-2	35	O=C(NCC1CC1)c1ccc2c3n(nc2c1)-c1ccccc1CO3
-2.9	-1.6	2	-4	6	3	2	-5	15	O=S(=O)(Nc1cccnc1)c1cccc(C(F)(F)F)c1
-2.5	-2.2	-14	-5	-16	2	-2	-1	18	CC(C)Oc1ccc(C(=O)NCCCNC(=O)c2cccnc2)cc1
-0.1	-0.9	2	2	-10	-2	-14	-5	11	Cn1c(SC/C=C/c2ccccc2)nnc1-c1ccco1

Full records, quoted from the list.
COC(=O)C1=NNC2(c3ccc(Cl)cc3)C(=O)N(c3ccccc3)C(=O)C12 (stereo not drawn) is listed as IMP-1 inh = -3.0; VIM-2 inhibitor = -4.9; HCV NS3 hel inh = -3; IDE cell inh = -4; p-CIP stab down = -6; IDE cell activ = 1; CRFBP-R2 block = -8; GalR3 antagonist = -1; UBC9 SUMO inh = 2
CCOC(=O)/C=c1\s/c(=C\c2ccc(-c3ccccc3)cc2)c(=O)n1CC(=O)NCc1ccc2c(c1)OCO2 is listed as IMP-1 inh = -2.5; VIM-2 inhibitor = -0.7; HCV NS3 hel inh = 6; IDE cell inh = -1; p-CIP stab down = -10; IDE cell activ = 5; CRFBP-R2 block = 8; GalR3 antagonist = -4; UBC9 SUMO inh = 21

Remaining list, next part
IMP-1 inh	VIM-2 inhibitor	HCV NS3 hel inh	IDE cell inh	p-CIP stab down	IDE cell activ	CRFBP-R2 block	GalR3 antagonist	UBC9 SUMO inh	mol
-3.6	-4.6	-9	1	-14	-2	-7	-2	24	O=C1OCCC1Sc1nc2cc(Cl)ccc2n1Cc1ccccc1 (stereo not drawn)
-2.9	-1.4	-4	0	-3	-4	6	-5	13	Cc1ccc(CNC(=O)C23CN(Cc4ccccc4)CC2C(c2ccc([N+](=O)[O-])cc2)=NO3)o1 (stereo not drawn)
-0.4	-0.7	-2	3	-25	2	1	-4	26	CCCOc1ccc(-c2nnc(-c3ccncc3)o2)cc1
-1.6	-2.7	7	3	1	-4	5	-3	12	CC(CC(=O)N(C)C1CCCCC1)S(=O)(=O)c1ccc2c(c1)NC(=O)CO2 (stereo not drawn)
·	·	·	-2	·	4	-6	-3	·	O=C(Nc1ccc(OC(F)(F)F)cc1)c1ccccc1-n1cnnn1
·	·	·	4	·	8	-4	-2	·	CC1(c2ccccc2Br)NC(=O)N(CC(=O)NC2CCCCC2)C1=O (stereo not drawn)
-5.1	-2.5	12	3	6	-3	-31	3	16	CCN(CC)CP(=O)(c1ccccc1)c1ccccc1
·	·	·	-2	·	-3	-2	-2	·	N#Cc1ccc(C23OCCN2CCn2c3c3ccccc3[n+]2[O-])cc1 (stereo not drawn)
-2.5	-0.9	-7	-6	5	0	-3	-9	-4	COc1ccc(Cl)cc1S(=O)(=O)N(C)CC(=O)N1CCCC1
·	·	·	2	·	2	12	-5	·	COc1ccccc1OCc1ccc(C(=O)Nc2ccccc2)cc1
-4.6	-4.2	-3	2	-2	-4	3	-3	-7	CC(=O)NC(Cc1ccc(C)cc1)C(=O)NC1CCN(S(=O)(=O)c2ccccc2)CC1 (stereo not drawn)
·	·	·	-4	·	-2	4	-2	·	COc1ccc(C(=O)OCC(=O)Nc2ccc(N3CCOCC3)cc2)cc1OC
-3.0	0.8	-4	16*	6	-7	-6	5	58*	CCOC(=O)N1CCN(C(=O)c2cccn3c(=O)c4cc(Cl)ccc4nc23)CC1
-4.7	-0.1	0	1	-16	2	-23	-10	7	Cc1cccc2c(=O)c(C(=O)NCCc3ccccc3)c[nH]c12
-4.4	-3.2	1	4	-1	-4	10	-5	-4	CCn1c(NC(=O)c2ccc(COc3ccc(C)cc3[N+](=O)[O-])o2)nc2ccccc21
-2.1	-2.4	9	4	0	5	-1	-4	3	Cc1cc(-c2nnc(SCC(=O)NC3CC3)n2C(C)C)cs1
1.5	2.1	22	1	-8	4	2	-7	10	COc1ccc(CCNC(=O)C2=CCN(S(=O)(=O)c3ccc(F)cc3)CC2)cc1OC
-3.4	-2.8	-5	3	-22	4	15	-1	5	Cc1cc(C)cc(-n2ccnc2SCC(=O)Nc2ccc3c(c2)OCCO3)c1
-3.0	-1.4	-2	1	-12	3	-6	1	5	CCN(CC)S(=O)(=O)c1cc(NC(=O)c2cc([N+](=O)[O-])ccc2N2CCOCC2)ccc1C

Screening data as filed in PubChem.
